Source: PubChem BioAssay
IMPase cell inh: cell-permeable inhibitors of inositol monophosphatase (IMPase). inhibition (IP1 accumulation), % at 46.1 µM. 120,000 tested, under 10 active. CHO-M1 cells, IP1 accumulation, HTRF TR-FRET ratio. P97697; active means well fitted curve in the direction sought with a large enough effect in the signal ratio, not every such curve was filed as active; inconclusive means small, poorly fitted or top-dose-only effect, or a change in a side signal; inactive means no such curve, though single readings can be large or run the other way; the % refers to the signal ratio;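 further: cells stimulated with carbachol in lithium chloride buffer; plate controls were DMSO basal wells for no effect and reference inhibitor wells for full effect; higher means more IMPase inhibition seen as more IP1 and lower FRET ratio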
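The IP-One HTRF competitive assay in carbachol-stimulated CHO-M1 cells quantifies cellular IP1. Compounds spanned up to 46 uM final, and activity is expressed as AC50 from concentration-response fits of the ratio and donor data.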
ALOX15B inhib: inhibitors of human 15-lipoxygenase 2 (ALOX15B); O15296; purified 15hLO-2, xylenol orange hydroperoxide absorbance; Potency, µM (top dose mostly 57.1 µM), without a hit: at the highest dose activity change, negative = inhibition, most hits filed as inhibitors; 0.56% of 110,000 active; further: potency means the concentration at half of the fitted maximal effect; nearly all actives have a fitted effect of over 60% in size; many of its hits are not listed in these tables
Target sequence (O15296 whole entry, looked up): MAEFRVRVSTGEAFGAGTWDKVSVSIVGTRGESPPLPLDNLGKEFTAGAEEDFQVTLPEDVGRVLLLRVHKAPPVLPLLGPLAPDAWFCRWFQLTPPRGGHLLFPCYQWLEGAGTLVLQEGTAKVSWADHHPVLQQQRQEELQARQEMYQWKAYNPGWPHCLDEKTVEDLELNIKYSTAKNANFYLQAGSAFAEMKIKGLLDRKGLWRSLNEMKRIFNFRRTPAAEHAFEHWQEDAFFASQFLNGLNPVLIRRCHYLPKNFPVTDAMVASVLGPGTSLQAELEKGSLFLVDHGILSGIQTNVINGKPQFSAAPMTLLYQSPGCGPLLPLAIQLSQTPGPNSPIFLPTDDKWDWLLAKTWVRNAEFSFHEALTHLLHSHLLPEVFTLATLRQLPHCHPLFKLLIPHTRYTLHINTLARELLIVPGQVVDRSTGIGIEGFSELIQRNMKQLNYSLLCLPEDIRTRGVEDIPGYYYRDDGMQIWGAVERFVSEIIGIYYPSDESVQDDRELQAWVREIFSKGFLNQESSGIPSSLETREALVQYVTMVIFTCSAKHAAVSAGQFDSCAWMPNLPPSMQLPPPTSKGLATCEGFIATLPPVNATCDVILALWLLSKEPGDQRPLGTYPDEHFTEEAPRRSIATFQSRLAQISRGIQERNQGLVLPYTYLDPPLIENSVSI
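Enzyme 50 nM, AA 45 uM, 25 mM Hepes pH 7.5 + 0.01% Triton X-100; cpd preinc 15 min RT, rxn 90 min RT; stop/detect with 200 uM XO + 300 uM Fe(II) in 50 mM H2SO4, 30 min; A573/A405.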
12-hLO inh: blocks human 12-lipoxygenase activity; purified 12-hLO, xylenol orange hydroperoxide absorbance; 0.12% of 150,000 active; Potency, µM (series often up to 57.1 µM), for inactives: top-dose activity change, negative = inhibition, usual class: inhibitors; P18054; further: potency means the concentration at half of the fitted maximal effect; nearly all actives have a fitted effect of over 55% in size; many of its hits are not listed in these tables
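Hydroperoxide formation by human 12-lipoxygenase from 40 uM arachidonic acid was followed colorimetrically via ferric-xylenol orange complex, using the 573/405 nm absorbance ratio. Enzyme concentration was 150 nM, with 30 min reaction at room temperature.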
PNC assembly inh: perinucleolar compartment assembly inhibition; AID 2417; PC3M PTB-GFP, PNC prevalence imaging, 16 h; stronger effect = lower value; 3.1% of 140,000 active; activity change (PNC), negative = inhibition, % at 10 µM;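 active means readout at or below -70, meaning at least 70% loss of cells showing the perinucleolar compartment, a nuclear body marking cancer cells; inconclusive means readout between -30 and a set limit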;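 further: plate controls were DMSO wells for no effect and camptothecin positive control wells for full effect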
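PC3M cells stably expressing PTB-GFP, 750–1000 cells/well, treated 16 h at 37 °C with compound (23 nl of library stock), in duplicate. After paraformaldehyde fixation and Hoechst stain, imaged at 20x; PNC prevalence scored by image analysis.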
* = called active by the depositor; [ ] = dose if it differs, or a comment. Unless noted, the call rests on the fitted dose curve; in most records, active means well fitted curve in the direction sought with a large enough effect; inconclusive means small, poorly fitted or top-dose-only effect, or another doubt; inactive means no such curve, though single readings can be large; an effect the other way counts as inactive or inconclusive. Unless noted, on the % scale 0 is the no-effect control and ±100 the full control effect. This is a subset, so the mix of outcomes need not match the whole.

For CCOC(=O)N1CCC(NC(=O)C2CCCCN2S(=O)(=O)c2ccc(F)cc2)CC1 (stereo not given) the results were IMPase cell inh 0, ALOX15B inhib -5%, 12-hLO inh -1% and PNC assembly inh 30.
`Cc1nnc(SCc2cccc(Oc3ccccc3)c2)n1N` gave IMPase cell inh -7, ALOX15B inhib 1%, 12-hLO inh 4% and PNC assembly inh -23.
Screening CN(C)S(=O)(=O)c1ccc(C(=O)Nc2cccnc2)cc1 returned IMPase cell inh -4, ALOX15B inhib -4%, 12-hLO inh -4% and PNC assembly inh -29.
COc1cc2c(cc1OC)-c1nnnn1C(C)(C)C2 was read as IMPase cell inh 4, ALOX15B inhib 6%, 12-hLO inh -2% and PNC assembly inh 17.
For COc1nc(-c2ccccc2Cl)ccc1C#N the results were IMPase cell inh 4, ALOX15B inhib 2%, 12-hLO inh -2% and PNC assembly inh 69.
For CCOC(=O)COc1nc(C)c(Br)c(OC)n1 the results were IMPase cell inh -10, ALOX15B inhib 1%, 12-hLO inh 0% and PNC assembly inh -27.
Screening Cc1cc2cc(CN(Cc3ccc4c(c3)OCO4)C(=O)c3ccco3)c(=O)[nH]c2cc1C returned IMPase cell inh 9, ALOX15B inhib -20%, 12-hLO inh inconclusive and PNC assembly inh 37.
Screening CC(=O)N1CCC2(CC1)CCN(c1ccccc1)CC2 returned ALOX15B inhib 4% and 12-hLO inh 4%.
Cc1c(NC(=O)/C=C/C(=O)O)cccc1[N+](=O)[O-] was read as IMPase cell inh -3, ALOX15B inhib -26%, 12-hLO inh -1% and PNC assembly inh 51.
Screening O=C(O)Cc1ccc(NC(=S)Nc2cccc(Cl)c2Cl)cc1 returned 12-hLO inh -3% and PNC assembly inh inconclusive.
`CCOc1ccc(C2c3c(oc4ccccc4c3=O)C(=O)N2CCCN2CCOCC2)cc1` (stereo not given) gave IMPase cell inh -12, ALOX15B inhib 2%, 12-hLO inh -14% and PNC assembly inh 30.
Screening COCCN1C(=O)C(=O)/C(=C(/O)c2ccc(OC(C)C)cc2)C1c1cccnc1 (stereo not given) returned IMPase cell inh -18, ALOX15B inhib 0%, 12-hLO inh 0% and PNC assembly inh inconclusive.
Screening CC1(C)Cc2cccc(OCC(=O)N3CCN(S(=O)(=O)c4ccccc4)CC3)c2O1 returned IMPase cell inh 7, ALOX15B inhib -1%, 12-hLO inh -7% and PNC assembly inh 19.
CSc1nc2n(n1)C(c1cccc(F)c1)C(C(=O)Nc1ccc(C)cc1C)=C(C)N2 (stereo not given) was read as IMPase cell inh 0, ALOX15B inhib inconclusive, 12-hLO inh -3% and PNC assembly inh 59.
`N#CC1=C(N)NC(SCC(=O)c2ccc(Cl)cc2)=C(C#N)C12CCCC2` gave IMPase cell inh 2, ALOX15B inhib -13%, 12-hLO inh -9% and PNC assembly inh -6.
For COC(=O)c1sccc1N/N=C/c1cccc(Oc2ccccc2)c1 the results were 12-hLO inh -3% and PNC assembly inh 46.
CCCN(CCC)c1nc(N)c(C#N)c(CC#N)c1C#N was read as IMPase cell inh -2, ALOX15B inhib -2%, 12-hLO inh -4% and PNC assembly inh -24.
For COc1ccccc1NC(=O)CCC(=O)Nc1ccccc1OC the results were IMPase cell inh -6, ALOX15B inhib 2%, 12-hLO inh 0% and PNC assembly inh 2.
`CCc1nc2sc3c(c2c(=O)o1)CCCC3` gave IMPase cell inh 5, ALOX15B inhib -13%, 12-hLO inh -9% and PNC assembly inh inconclusive.
`COc1ccc(/C=C/C(=O)NCC(=O)N/N=C/c2cc(Br)ccc2OC)cc1` gave IMPase cell inh 9, ALOX15B inhib 0%, 12-hLO inh 4% and PNC assembly inh inconclusive.
`Cc1ccccc1C1CC(=O)Oc2cc(C)c(Br)c(C)c21` (stereo not given) gave ALOX15B inhib -5%[0.0915 µM] and 12-hLO inh 1%[0.00818 µM].
Screening COc1ccc(CCNC(=O)CSc2cc(=O)[nH]c(N)n2)cc1OC returned IMPase cell inh -13, ALOX15B inhib -10%, 12-hLO inh -3% and PNC assembly inh inconclusive.
O=C(O)CCC(=O)Nc1nc2nc(-c3ccccc3)cc(-c3ccccc3)n2n1 was read as IMPase cell inh 0, 12-hLO inh 11% and PNC assembly inh 41.
`CCCSc1nnc(Cn2c(=O)sc3ccccc32)n1-c1ccccc1` gave IMPase cell inh 5, ALOX15B inhib -12%, 12-hLO inh 2% and PNC assembly inh inconclusive.
For CCCCN1CC(COc2ccccc2)OC1=O (stereo not given) the results were IMPase cell inh -5, ALOX15B inhib -11%, 12-hLO inh -4% and PNC assembly inh 5.
For COc1ccccc1/C=N/NC(=O)c1ccc(=O)n(C)c1 the results were 12-hLO inh 4% and PNC assembly inh 11.
COc1ccc(-c2n[nH]c(C)c2-c2cnn(-c3ccccc3)c2)c(O)c1 was read as IMPase cell inh inconclusive, 12-hLO inh -29% and PNC assembly inh -1.
Screening COc1cccc(C(=O)N2C(C(=O)O)CSC2c2ccccc2Cl)c1 (stereo not given) returned 12-hLO inh 7% and PNC assembly inh 20.
Screening Cc1cccc(N2CCN(C(c3ccccc3)c3nnnn3C(C)(C)C)CC2)c1C (stereo not given) returned IMPase cell inh -2, 12-hLO inh -4% and PNC assembly inh 1.
CSc1nc(Cl)c(Cc2ccc(OCC(C)C)cc2)c(N2CCOCC2)n1 was read as IMPase cell inh -2, 12-hLO inh -5% and PNC assembly inh -23.

Compounds from the list above with a COOH group (four):
Cc1c(NC(=O)/C=C/C(=O)O)cccc1[N+](=O)[O-] was read as IMPase cell inh -3, ALOX15B inhib -26%, 12-hLO inh -1% and PNC assembly inh 51.
Screening O=C(O)Cc1ccc(NC(=S)Nc2cccc(Cl)c2Cl)cc1 returned 12-hLO inh -3% and PNC assembly inh inconclusive.
O=C(O)CCC(=O)Nc1nc2nc(-c3ccccc3)cc(-c3ccccc3)n2n1 was read as IMPase cell inh 0, 12-hLO inh 11% and PNC assembly inh 41.
Screening COc1cccc(C(=O)N2C(C(=O)O)CSC2c2ccccc2Cl)c1 (stereo not given) returned 12-hLO inh 7% and PNC assembly inh 20.

Next section.
`COc1ccc(NC(=S)Nc2cc(C)cc(C)n2)cc1OC` gave IMPase cell inh 3, 12-hLO inh -1% and PNC assembly inh 48.
For COC(=O)CN(C(=S)Nc1ccc(F)cc1)C1CC(=O)N(c2ccccc2)C1=O (stereo not given) the results were IMPase cell inh -11, 12-hLO inh -2% and PNC assembly inh 14.
NC(=O)CC1Nc2cccc3cccc(c23)NC1=O (stereo not given) was read as IMPase cell inh inconclusive, 12-hLO inh -18% and PNC assembly inh inconclusive.
CSc1nc(N)nc(SCC(=O)Nc2ccc(Cl)cc2)c1C#N was read as IMPase cell inh 6, ALOX15B inhib -14%, 12-hLO inh -7% and PNC assembly inh inconclusive.
CCOC(=O)c1ccc([N+](=O)[O-])cc1NC(C)=O was read as 12-hLO inh -2% and PNC assembly inh -92*.
For Cc1cccc(N(CC(=O)N2CCOCC2)S(C)(=O)=O)c1C the results were IMPase cell inh 0, ALOX15B inhib 2%, 12-hLO inh -1% and PNC assembly inh -5.
COc1cc2c(cc1OC)C(c1ccsc1)CC(=O)N2 (stereo not given) was read as IMPase cell inh 6, ALOX15B inhib 3%, 12-hLO inh -6% and PNC assembly inh inconclusive.
`C=C[C@](C)(O)CCC=C(C)C` gave ALOX15B inhib 7% and 12-hLO inh -1%.
For O=C(COc1ccc(S(=O)(=O)N2CCCC2)cc1Cl)N1CCN(c2ccccc2)CC1 the results were IMPase cell inh 9, ALOX15B inhib -4%, 12-hLO inh 1% and PNC assembly inh inconclusive.
C=CCNC(=O)c1onc(CSc2cccc(OCC)c2)c1C(=O)O was read as IMPase cell inh -4, ALOX15B inhib -6%, 12-hLO inh 0% and PNC assembly inh 75.

A draw from above in order of SMILES length, ascending.
For COC(=O)c1sccc1N/N=C/c1cccc(Oc2ccccc2)c1 the results were 12-hLO inh -3% and PNC assembly inh 46.
`CCCSc1nnc(Cn2c(=O)sc3ccccc32)n1-c1ccccc1` gave IMPase cell inh 5, ALOX15B inhib -12%, 12-hLO inh 2% and PNC assembly inh inconclusive.
CSc1nc(Cl)c(Cc2ccc(OCC(C)C)cc2)c(N2CCOCC2)n1 was read as IMPase cell inh -2, 12-hLO inh -5% and PNC assembly inh -23.
CSc1nc2n(n1)C(c1cccc(F)c1)C(C(=O)Nc1ccc(C)cc1C)=C(C)N2 (stereo not given) was read as IMPase cell inh 0, ALOX15B inhib inconclusive, 12-hLO inh -3% and PNC assembly inh 59.
